# Screening data (PubChem)
# D2 antagonist = antagonists of human D2 dopamine receptor | P14416 | HEK293 TREx D2 cells, calcium flux, dopamine EC80 | inhibition, % at 10 µM | 2% of 340,000 active; in the data active = inhibition above about 30%; note: 0% is about no effect
# Target sequence (P14416 whole entry, looked up): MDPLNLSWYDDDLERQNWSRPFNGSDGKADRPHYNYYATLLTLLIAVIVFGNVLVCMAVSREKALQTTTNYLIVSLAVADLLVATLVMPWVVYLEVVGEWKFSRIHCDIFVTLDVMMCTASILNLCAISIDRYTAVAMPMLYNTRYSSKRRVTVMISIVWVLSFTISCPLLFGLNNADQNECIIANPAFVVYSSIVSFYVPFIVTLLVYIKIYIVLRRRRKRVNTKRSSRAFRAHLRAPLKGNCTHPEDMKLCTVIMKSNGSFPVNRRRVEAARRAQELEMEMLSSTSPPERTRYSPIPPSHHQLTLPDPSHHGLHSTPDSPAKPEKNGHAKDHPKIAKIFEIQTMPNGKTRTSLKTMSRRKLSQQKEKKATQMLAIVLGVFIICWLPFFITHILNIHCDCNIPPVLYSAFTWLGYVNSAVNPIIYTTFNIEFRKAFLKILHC
#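 Tetracycline-induced HEK293 TREx cells expressing D2 receptor forced-coupled to calcium signalling, loaded with no-wash calcium dye. Compounds added and calcium flux read 180 s, then dopamine added at EC80 and read a further 180 s.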
# USP1-UAF1 inh = inhibitors of human USP1/UAF1 deubiquitinase | O94782 | recombinant USP1/UAF1, Ub-Rhodamine cleavage fluorescence | Potency, µM (highest dose often 57.1 µM), for inactives: at the highest dose activity change, negative = inhibition, most hits filed as inhibitors | 0.23% of 390,000 active | AID 743255; note: potency is the fitted concentration of half-maximal effect; % is set by controls: 0 for no effect and ±100 for the full control effect; nearly all actives have a fitted effect of over 60% in size; inactives centre near -12
#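 In this screen, compounds sit with the deubiquitinase complex (1nM) for 15 min at room temperature before Ub-Rho is added at 150nM final. Fluorescence rise is then followed for 6 reads every 60 seconds.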
# D2 agonist = agonists of human D2 dopamine receptor | P14416 | HEK293 T-REx D2 cells, calcium flux agonist mode | activation, % at 2 µM | 0.53% of 340,000 active;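 active = activation over 3 SD above normal in the single-dose calcium agonist read, cut at about 30% in these data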; note: 0% is about no effect
#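 Calcium-flux readout, 1 cycle/sec over 180 s following compound pin transfer, in inducible HEK293 Trex D2 cells (force-coupled); dopamine controls included. Positive calcium responses during this window marked compounds as potential agonists.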
# Pin1 inhibitor = inhibitors of human Pin1 | Q13526 | Pin1 FP peptide displacement, HiFluor488, 10 min | Potency, µM (titrated, usually from 115 µM), without a hit: top-dose activity, negative = inhibition, usual class: inhibitors | 0.009% of 390,000 active; active = well fitted inhibition curve with a large enough effect in the polarisation, with a control signal flat, not every such curve was filed as active; inconclusive = small, poorly fitted or top-dose-only effect, or effect the other way, or a change in a side signal; inactive = no such curve, though single readings can be large or run the other way; the % refers to the polarisation; note: potency is the fitted concentration of half-maximal effect; % is set by controls: 0 for no effect and ±100 for the full control effect
# Target sequence (Q13526 whole entry, looked up): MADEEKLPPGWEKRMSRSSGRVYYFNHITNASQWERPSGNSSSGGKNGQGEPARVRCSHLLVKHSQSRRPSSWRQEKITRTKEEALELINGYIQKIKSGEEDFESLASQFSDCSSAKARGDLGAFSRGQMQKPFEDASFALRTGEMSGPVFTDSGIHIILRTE
# TRHR enhancer = TRH receptor (human) allosteric enhancement; 0.66% of 360,000 active; TRHR cells, fluo-8 calcium fluorescence, EC20 TRH enhancement; enhancement, % at 2 µM; in the data active = enhancement above about 30%; note: 0% is about no effect
# Target sequence (P34981 whole entry, looked up): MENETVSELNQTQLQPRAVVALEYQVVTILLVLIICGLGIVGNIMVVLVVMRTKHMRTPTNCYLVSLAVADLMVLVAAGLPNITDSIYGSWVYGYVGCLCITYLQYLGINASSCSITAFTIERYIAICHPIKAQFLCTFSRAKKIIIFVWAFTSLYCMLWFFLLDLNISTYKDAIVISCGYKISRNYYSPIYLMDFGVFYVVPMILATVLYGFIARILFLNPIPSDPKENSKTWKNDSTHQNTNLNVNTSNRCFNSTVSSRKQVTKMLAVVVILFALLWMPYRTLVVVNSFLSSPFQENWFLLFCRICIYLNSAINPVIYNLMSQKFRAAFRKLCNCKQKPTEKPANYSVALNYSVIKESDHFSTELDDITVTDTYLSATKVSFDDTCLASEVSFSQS
#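 Enhancer read-out: after compound pinning and an initial kinetic agonist-mode read, an EC20 of TRH (10 nM final) was injected and fluo-8 calcium signal (Ex 480/Em 530) followed at 1 s/cycle for 100 cycles in TRHR-expressing cells.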
# TRHR agonist = TRH receptor (human) agonism | P34981 | TRHR cells, calcium flux fluo-8, FDSS agonist mode | activation, % at 2 µM | 0.18% of 360,000 active; in the data active = activation above about 30%; note: 0% is about no effect
#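 In this calcium-flux screen, cells bearing human TRHR are dye-loaded with fluo-8, baselined for 10 cycles, then exposed to library compounds; positive kinetic calcium responses during the agonist phase mark hits, with TRH as control.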
# mIDH1 inhibitor = human IDH1 R132H inhibition; O75874; IDH1-R132H enzyme, NADPH consumption, diaphorase/resazurin fluorescence; Potency, µM (doses to about 76.6 µM), inactives show top-dose activity change, negative = inhibition, hits mostly inhibitors; 0.093% of 390,000 active; note: potency is the fitted concentration of half-maximal effect; % is set by controls: 0 for no effect and ±100 for the full control effect; nearly all actives have a fitted effect of over 65% in size
#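 IDH1-R132H (0.5 ug/mL dispensed) in pH 7.5 Tris buffer was preincubated 30 min with compound, then given a substrate mix of 0.016 mM NADPH and 2 mM alpha-KG for 80 min at room temperature; remaining NADPH was read by diaphorase/resazurin fluorescence.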
# TrxR1 substrate = is turned over as a substrate by rat TrxR1; purified TrxR1 substrate turnover, NADPH consumption readout; Potency, µM (top dose mostly 114 µM), without a hit: top-dose activity change, negative = substrate turnover; 0.01% of 390,000 active; O89049; note: potency is the fitted concentration of half-maximal effect; % is set by controls: 0 for no effect and ±100 for the full control effect; nearly all actives have a fitted effect of over 50% in size
#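 Rat TrxR1, dispensed at 90 nM, was prereduced with 400 uM NADPH (final) for 5 min at ~22 deg C, then incubated with compound 15 min before 400 uM selenite. A first-read NADPH fluorescence drop versus no-compound background flagged substrates.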
# TrxR1 inh = inhibitors of rat thioredoxin reductase 1 | O89049 | recombinant rTrxR1, NADPH fluorescence consumption, selenite substrate | Potency, µM (doses to about 114 µM), for inactives: top-dose activity change, negative = inhibition, most hits filed as inhibitors | 1% of 390,000 active; note: potency is the fitted concentration of half-maximal effect; % is set by controls: 0 for no effect and ±100 for the full control effect; nearly all actives have a fitted effect of over 65% in size
#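 Rat TrxR1 (90 nM in the dispensed reagent) was pre-reduced with 400 uM NADPH for 5 min at room temperature, then incubated with compound for 15 min. After 400 uM selenite was added, NADPH fluorescence (Ex 340/Em 450 nm) was followed for 8 min.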
# * hit, by the source's call; ? = inconclusive; · = not tested or not shown; [ ] = dose if it differs, or a comment. Unless noted, calls come from the whole dose curve; as a rule, active = well fitted inhibition curve with a large enough effect; inconclusive = small, poorly fitted or top-dose-only effect; inactive = no such curve, though single readings can be large or run the other way. An excerpt (hit frequency here may not be typical).
SMILES,D2 antagonist,USP1-UAF1 inh,D2 agonist,Pin1 inhibitor,TRHR enhancer,TRHR agonist,mIDH1 inhibitor,TrxR1 substrate,TrxR1 inh
CCCc1nnc(NC(=O)c2oc3ccccc3c2COCC)s1,11.2,-17.6%,-0.3,-0.7%,-2.6,0.0,-2.1%,1.1%[57.1 µM],7.3%[57.1 µM]
O=C(Nc1sc2c(c1C(=O)Nc1ccccc1Cl)CCCC2)c1ccccc1F,·,-30.0%,0.6,-0.1%,1.1,0.1,-1.3%,3.4%,-29.7%
CC(C)C(=O)Nc1ccc(C(=O)c2ccccc2)cc1,22.0,-17.1%,-0.1,-3.8%,-1.3,-0.1,1.6%,1.9%,15.7%
CCOC(=O)Cc1c(C(=O)OCC)nnc2c(-c3ccccc3)c(C)nn12,·,-19.1%,0.8,?,7.5,-1.6,-2.6%,-3.1%,-1.1%
Cn1c(SCC(=O)NC2CCCCC2)nnc1-c1ccc(N)cc1,-4.1,-9.5%,-0.6,6.2%,-1.0,0.5,3.5%,4.9%[57.1 µM],10.7%[57.1 µM]
Cc1ccc(NC(=O)CN2C(=O)COc3ccc(S(=O)(=O)N4CCOCC4)cc32)c(Cl)c1,·,-7.8%,0.2,-11.3%,2.9,-0.6,-3.8%,6.7%,23.1%
O=C(CSc1n[nH]c(-c2ccco2)n1)Nc1ccc(F)cc1,-4.9,-3.4%,-1.3,-6.7%,6.1,0.8,-5.0%,2.4%,23.1%
Cc1ccc(S(=O)(=O)N(C)CCCC(=O)Nc2ccncc2)cc1,-25.2,-13.3%,-1.3,0.9%,1.9,0.7,-10.0%,-3.9%,0.5%
O=C(CN1C(=O)c2ccccc2C1=O)Nc1cccc([N+](=O)[O-])c1,6.6,5.5%,0.3,1.7%,3.8,1.0,-8.8%,-1.0%[57.1 µM],1.8%[57.1 µM]
C=CCSc1nnc2c(n1)OC(C)=Nc1ccc(Br)cc1-2,-9.0,-11.5%,-0.8,2.9%,-8.6,-0.1,-10.9%,-4.1%,-1.0%
COc1cc2oc(=O)cc(-c3ccc(-c4ccc(C)cc4)cc3)c2c(OC)c1OC,·,-19.8%,·,-3.0%,·,·,2.9%,10.6%,16.0%
O=C(Nc1ccncc1)c1ccc2c(c1)C(=O)N(CC1CCCO1)C2=O (centres undefined),-2.6,-15.1%,-0.1,2.3%,-2.6,0.3,0.8%,2.4%,5.0%
Cc1nc(Nc2nc3ccccc3o2)nc(C)c1C,3.4,-4.6%,0.6,10.5%,2.6,-0.3,10.9%,-2.0%[57.1 µM],-0.9%[57.1 µM]
Cc1ccc2nc(Cl)c(CN(Cc3cccs3)C(=O)C3CC3)cc2c1,-2.3,-5.0%,0.2,-4.3%,-4.9,-0.4,0.0%,4.5%,13.4%
CCC1(c2ccccc2)NC(=S)N(c2ccc(C)c(C)c2)N1 (centres undefined),9.6,-6.6%,1.3,-4.3%,4.1,0.3,9.2%,8.6%[57.1 µM],3.7%[57.1 µM]
O=C(O)CCc1ccc(-c2ccccc2)n1CC1CCCO1 (centres undefined),-3.7,-1.4%,-0.5,4.2%,-10.0,0.1,-0.6%,75.5%[activator][57.1 µM],-29.5%[57.1 µM]
Cc1cc(C)cc(-n2c(C)cc(C(=O)C(=O)Nc3ccccc3F)c2C)c1,·,-21.2%,-0.7,1.6%,-3.0,-0.1,-11.2%,-3.8%,11.5%
C=CC[C@H](CC(=O)N(CCO)Cc1ccccc1)C(=O)N[C@@H](C)COC(=O)[C@@H](CC=C)Cc1ccc(F)cc1,·,-19.5%,·,-10.4%,·,·,-2.2%,-9.3%,2.9%
Cc1ccc(C2=N/C(=C/c3cccs3)C(=O)N2Nc2ccccc2)cc1,8.5,?,0.9,?,-2.5,2.1,-3.2%,-4.1%,7.6%[57.1 µM]
CCN(CC)CC(=O)c1c[nH]c2ccc(OC)cc12,·,-19.2%,·,16.8%,0.9,0.4,-1.9%,-0.4%,-15.0%
COc1ccccc1OCC(=O)OCC(=O)NCCN1C(=O)CSC1=O,-15.4,-4.4%,-1.0,-0.9%,3.9,-0.8,-7.3%,2.3%,12.0%
CCN(CC)CCOC(=O)c1cccc(OC)c1,29.3,-3.9%,1.3,1.6%,0.7,0.0,-2.2%,-4.9%,-2.8%
N#C/C(=C\Nc1ccc(Cl)cc1)S(=O)(=O)c1ccccn1,4.3,2.1%,-1.5,4.1%,-3.7,-0.5,9.3%,0.7%[57.1 µM],-4.1%[57.1 µM]
CCCN1CCN(CCCNC(=O)c2cc3c(=O)n(CC)c4ccccc4c3s2)CC1,·,-11.7%,-0.5,21.0%,18.2,-0.3,12.8%,52.4%[activator],-9.1%
CC1CCCN(C(=S)SCC(=O)c2cc(Br)cc(Br)c2O)C1 (centres undefined),19.2,-18.4%,-0.9,?,-5.0,0.1,8.1%,-11.7%[57.1 µM],6.4%[57.1 µM]
CCCC(NS(=O)(=O)c1ccc(OC)cc1)C(=O)O (centres undefined),5.8,-23.7%,-1.6,-1.1%,2.6,0.8,-0.2%,-3.1%,12.8%
CN(C)S(=O)(=O)c1cccc(NC(=O)c2cccc(S(=O)(=O)N3CCCCCC3)c2)c1,·,-6.4%,·,12.2%,3.6,0.7,-1.7%,-7.7%,7.2%
O=C(NC1CCCC1)C(c1cccs1)N(C(=O)c1ccco1)c1ccc2c(c1)OCCO2 (centres undefined),·,-21.8%,·,-2.9%,1.5,0.4,-20.3%,1.1%,12.6%
Cc1ccc(/C=C(\C#N)C(=O)N2CCCC2)c(C)c1,-32.2,-17.9%,-1.1,2.0%,-6.8,-0.3,3.3%,-1.2%,-16.8%
Cc1ccc(S(=O)(=O)Nc2cc(C(C)C)c(O)cc2C)cc1,-4.1,-20.7%,1.4,-3.8%,-9.3,0.2,2.9%,4.5%,15.3%
O=C(NCc1ccc2c(c1)OCO2)c1ccc2c(c1)C(=O)N(CC1CCCO1)C2=O (centres undefined),-18.3,1.3%,-0.2,1.2%,3.0,0.0,-0.8%,5.2%,18.4%
Cc1cccc(C(=O)NCCC(=O)Nc2nc(C)c(Cc3ccc4c(c3)OCO4)s2)c1,5.3,-20.7%,-1.2,-11.3%,-7.6,-1.0,-2.0%,3.7%[57.1 µM],8.3%[57.1 µM]
O=C(CSc1ncnc2ccccc12)NCc1ccco1,3.0,-12.2%,-0.9,-12.8%,-5.2,-0.3,8.7%,-9.3%,-7.6%
Cc1cc(C(=O)COc2ccccc2C#N)c(C)n1C1CC1,-8.5,-15.7%,-0.2,7.6%,1.2,-0.2,10.6%,4.4%,7.1%
CCC(=O)Nc1c2c(nn1-c1ccc(OC)cc1)CSC2,0.5,-18.2%,0.3,-0.9%,-3.9,-0.2,6.2%,5.6%,18.7%
COc1ccc(CNC(=O)c2cnc(N(C)C)nc2)cc1,·,-12.9%,10.6,-7.1%,1.1,0.8,·,8.1%[57.1 µM],15.3%[57.1 µM]
CCOC(=O)c1cc(-c2ccccc2)n(CCC(=O)NC(C)CC)c1C (centres undefined),-6.3,-12.8%,-0.5,7.0%,-7.1,-0.3,3.4%,1.5%,4.6%
CCN(CCC(=O)Nc1ccc(Br)c(C)c1)Cc1ccccc1,23.1,-3.1%,0.2,2.8%,-3.3,0.4,9.8%,20.4%[57.1 µM],37.6%[activator][57.1 µM]
O=C(O)c1ccccc1Cc1ccc2c(c1)CCCC2,·,-9.5%,·,3.2%,·,·,0.0%,5.4%[57.1 µM],9.9%[57.1 µM]
Cc1cccc(NC2=NC(=S)N(CC#N)C23CCCCC3)c1,-4.1,-17.3%,-1.5,-5.4%,-4.8,-0.6,9.1%,-9.1%,-18.6%
COc1ccc(/C=C/C(=O)N(CC(C)C)C2CCS(=O)(=O)C2)cc1 (centres undefined),·,-13.6%,·,-3.2%,-3.5,0.1,-9.9%,2.6%[57.1 µM],4.9%[57.1 µM]
COc1cc2c(cc1OC)C(C(=O)Nc1ccc3c(c1)OCCO3)C(c1cccnc1)N(C)C2=O (centres undefined),2.4,3.9%,0.6,6.0%,1.9,0.7,3.1%,3.1%,15.7%
COc1c(O)cc2oc(-c3ccc(O)cc3)cc(=O)c2c1O,26.5,?,0.5,-0.7%,-2.3,-0.7,4.0%,-11.5%,4.7%
O=C(CN1C(=O)CCSc2ccccc21)Nc1ccccc1F,·,-24.8%,-0.3,-2.5%,-3.5,-0.3,10.5%,3.0%,9.0%
CC(C)(CC(=O)OCC(=O)Nc1ccc(F)c(Cl)c1)CC1=NS(=O)(=O)c2ccccc2N1,·,-24.2%,0.8,8.0%,-4.7,0.4,17.6%,5.6%[57.1 µM],14.3%[57.1 µM]
CC(=O)C1=C(C)N2CCN=C2S1,3.1,-11.1%,0.4,-3.8%,2.1,0.6,3.6%,-7.0%,6.7%
OCCNc1nc2ccccc2n1-c1ccccc1,-9.9,-10.5%,0.4,2.6%,4.8,0.0,6.4%,6.9%,10.7%
COc1ccc(CCC(=O)OCC(=O)NCc2ccccc2)cc1,7.3,-5.6%,0.2,?,9.8,-1.9,4.8%,-9.2%,-5.7%
CN(Cc1ccccc1)C(=O)c1cccc(NC(=O)c2nsc3ccccc23)c1,·,-7.9%,0.6,14.7%,-3.0,-0.2,0.0%,2.7%[57.1 µM],26.9%[57.1 µM]
COc1ccc(C)cc1-n1nnnc1SCC1CCCO1 (centres undefined),-27.3,-20.8%,0.2,-2.7%,0.2,-0.2,-6.0%,0.7%[57.1 µM],18.3%
COc1ccc(N=c2ssnc2Cl)cc1,-7.6,-23.2%,1.3,3.0%,4.6,0.4,2.1%,-21.3%,?

# 2 records picked at random from those above:
SMILES,D2 antagonist,USP1-UAF1 inh,D2 agonist,Pin1 inhibitor,TRHR enhancer,TRHR agonist,mIDH1 inhibitor,TrxR1 substrate,TrxR1 inh
CC(C)(CC(=O)OCC(=O)Nc1ccc(F)c(Cl)c1)CC1=NS(=O)(=O)c2ccccc2N1,·,-24.2%,0.8,8.0%,-4.7,0.4,17.6%,5.6%[57.1 µM],14.3%[57.1 µM]
CC(=O)C1=C(C)N2CCN=C2S1,3.1,-11.1%,0.4,-3.8%,2.1,0.6,3.6%,-7.0%,6.7%
